SIRT5 block: SIRT5 desuccinylase inhibitors, primary screen, biochemical, fluorescence imaging, single point, set 5; NAD-dependent protein deacylase sirtuin-5, mitochondrial (Homo sapiens), Q9NXA8; Purified SirT5, succinyl-peptide AMC, trypsin-coupled fluorescence; inhibition, % at 15 µM; actives 1.1% (n = 330,000); AID 652115, 2013; in the data active = inhibition above about 15%; inconclusive = no clear call, values can overlap the other calls
Target sequence (Q9NXA8 whole entry, looked up): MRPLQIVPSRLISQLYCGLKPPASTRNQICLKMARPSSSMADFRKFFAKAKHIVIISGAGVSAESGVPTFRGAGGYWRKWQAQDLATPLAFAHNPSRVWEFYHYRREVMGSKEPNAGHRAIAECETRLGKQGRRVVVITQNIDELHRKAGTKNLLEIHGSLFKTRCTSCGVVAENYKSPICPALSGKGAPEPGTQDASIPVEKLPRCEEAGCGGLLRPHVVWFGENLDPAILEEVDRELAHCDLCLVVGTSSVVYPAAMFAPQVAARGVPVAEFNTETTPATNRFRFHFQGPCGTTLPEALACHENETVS
DENV2 CPE: inhibitors of DENV2 cytopathic effect, primary screen, cell-based, plate reader, single concentration | DENV2-infected cells, cytopathic effect rescue | CPE inhibition, % at 9.99 µM | actives 1.7% (n = 350,000); in the data active = CPE inhibition above about 20%, passing the limit was not always enough; inconclusive = no clear call, values can overlap the other calls; tested in BHK-21 cells;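 also: 0% = median of neutral control wells and 100% = median of positive control wells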
CASP6 VEID inh: human caspase-6 inhibitors, primary screen, biochemical, VEID-R110 fluorescence, single point, set 2. P55212. purified caspase-6, Z-VEID-R110 cleavage fluorescence. inhibition, % at 12.5 µM. actives 0.53% (n = 350,000). AID 686996, 2013;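 active = mean inhibition across replicates at least about 35%, with every replicate also reaching that limit, limit read from the data; inconclusive = only one of the two criteria met; inactive = neither criterion met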;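 also: 0% = median of neutral control wells and 100% = no fluorescence left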
Target sequence (P55212 24-179 limits assumed): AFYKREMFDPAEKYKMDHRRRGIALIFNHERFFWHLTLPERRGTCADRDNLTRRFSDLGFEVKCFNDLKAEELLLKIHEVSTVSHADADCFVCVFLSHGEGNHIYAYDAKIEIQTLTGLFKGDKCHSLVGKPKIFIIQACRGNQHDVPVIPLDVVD
Target sequence (P55212 194-293 limits assumed): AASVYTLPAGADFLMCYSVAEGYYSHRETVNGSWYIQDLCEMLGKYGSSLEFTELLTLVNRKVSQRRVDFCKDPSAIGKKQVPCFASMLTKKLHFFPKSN
EWS-Fli inh: EWS/Fli-driven NR0B1 reporter inhibitors, primary screen, A673 cells, NR0B1 luciferase, luminescence, MLPCN library. viability-normalised. inhibition, % at 12.6 µM. actives 0.67% (n = 350,000);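 active = mean inhibition of at least 50% after viability correction, with every replicate also passing that limit; inconclusive = mean reaches 50% but only one of two replicates passes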;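 also: firefly luciferase signal divided by Alamar Blue viability fluorescence both relative to DMSO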
LGR2 antag: inhibitors of bursicon-induced LGR2 CRE-luciferase signal, primary screen, cell-based, HEK293, CRE-luciferase reporter, bursicon stimulation; Drosophila bursicon receptor LGR2 (rickets); bursicon-stimulated, 4 h; inhibition, % at 9.99 µM; actives 0.35% (n = 380,000); AID 720647, 2013;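 active = drop in luminescence signal, shown as inhibition above about 50% in the replicate tests, limit read from the data, passing the limit was not always enough; inconclusive = probably only some replicates passing the limit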;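 also: agonist challenge used bursicon conditioned medium at about half maximal strength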
PAX8 inh HTS: inhibitors of PAX8-driven TPO luciferase reporter, primary screen, RMG-I cells, single concentration | SteadyGlo, 24 h | actives 1.2% (n = 360,000) | AID 652154, 2013 | inhibition, % at 12.6 µM;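 active = mean replicate inhibition at least 60% with every replicate also reaching 60%; inconclusive = only one of the two criteria is met; inactive = mean below 60% and not all replicates reaching 60%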;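 also: luciferase light reporting Pax8 driven TPO promoter activity; plate controls were median of neutral control wells for no effect and mitoxantrone controls for full effect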
ARNT-TACC3 inh: disruptors of ARNT/TACC3 protein interaction, primary screen, biochemical, AlphaScreen, single concentration; inhibition, % at 9.99 µM; actives 0.66% (n = 390,000); Transforming acidic coiled-coil-containing protein 3 (Homo sapiens), Q9Y6A5; AlphaScreen His-ARNT PAS-B/GST-TACC3 binding, luminescence; TACC3 fragment carries E629A point mutation; AID 623870, 2012;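 active = mean inhibition of replicates at least 50% and at least half of replicates each reaching 50%; inconclusive = half or more replicates reach 50% but mean below 50%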;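 also: 0% = complete ARNT plus TACC3 wells and 100% = ARNT alone without TACC3; many hits fall short of the cut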
Active calls of the source: *; ? = inconclusive; nt = not tested or not shown; & = joins results of further samples.

Compound	SIRT5 block	DENV2 CPE	CASP6 VEID inh	EWS-Fli inh	LGR2 antag	PAX8 inh HTS	ARNT-TACC3 inh
COc1ccc(-c2nc(NC(=O)CSc3nnc(C)s3)ns2)cc1	-4.1	-5.2	2.5	-45.9	-6.7	nt	18.1
COCCNC(=O)C(c1ccc(F)cc1)N(Cc1cccs1)C(=O)CCC(=O)Nc1ccccn1 (centres undefined)	3.5	-0.6	-7.8	-1.8	4.6	11.3	0.4
Cc1cc(CNC(=O)[C@H]2C[C@@H]2[C@H](NP(=O)(c2ccccc2)c2ccccc2)c2ccccc2)nn1C	nt	-8.0	0.7	0.8	-2.4	-7.6	nt
COc1cccc(/C=N/NC(=O)CC(=O)NCCc2ccccc2)c1OC	nt	nt	nt	nt	0.7	2.7	-1.8
C=CCn1c(=O)c2ccccc2n2c(SCC(C)=O)nnc12	1.4	0.2	0.7	1.1	-11.9	10.2	-6.4
CCNC(=O)COC(=O)c1ccc(-c2nc3ccccc3s2)s1	-1.8	-3.0	0.9	-30.7	9.7	-71.5	nt
CCn1nc(C)c(NC(=O)Nc2cccc(Cl)c2Cl)c1C	-1.2	-1.8	-0.5	2.3	-10.8	9.5	20.0
Cc1ccc(OCC(=O)NNC(=S)NC(=O)c2cccs2)c(C)c1	0.0	-5.9	-1.8	6.6	-11.2	9.3	-1.1
Cc1cc(Br)cc2c(C(=O)NCC3CCCO3)cc(-c3cccs3)nc12 (centres undefined)	-0.1	4.2	-5.8	-21.4	18.4	1.0	0.0
C[C@@H]1CN([C@H](C)CO)C(=O)c2ccccc2-c2ccccc2CO[C@@H]1CN(C)S(=O)(=O)CC(F)(F)F	nt	11.7	1.3	-8.6	nt	-18.8	-0.1
CC(=O)c1ccc(Nc2c(C)n(C)n(-c3ccccc3)c2=O)cc1	8.1	-6.7	-3.8	10.3	28.9	-1.3	-4.2
CCCN(CC(=O)Nc1ccccc1C)C(=O)CC(NC(=O)c1ccccc1)c1ccccc1 (centres undefined)	0.9	-2.7	-0.9	7.2	-2.1	-4.5	0.6
Cc1ccc(Sc2ccc([N+](=O)[O-])cc2[N+](=O)[O-])nc1	nt	nt	nt	nt	-73.2	19.3	-0.7
CC#CC(=O)N1CCCC(Cc2cccc(OC)c2)(C(=O)OCC)C1 (centres undefined)	-6.5	-1.9	-0.7	-89.0	-50.2	-44.3	-15.8
O=C(c1ccccc1)N1CC(=O)N2[C@H](CO)[C@@H](c3ccc(C#CCC4CCCC4)cc3)[C@@H]2C1	6.1	0.7	-0.7	nt	18.5	nt	nt
CC(C)(C)S(=O)(=O)c1cnc2c(S(=O)(=O)c3ccccc3)cnn2c1N	-1.9	0.2	3.7	4.9	10.6	-12.4	-0.1
CCOC(=O)CCn1c(=S)n(CCC(=O)OCC)c2ccccc21	0.5	-2.2	-1.9	-0.3	-4.3	-2.1	-2.9
Cc1cccc2c(=O)c(C(=O)NCc3cccs3)c[nH]c12	1.4	-10.6	0.0	-72.7	-10.8	nt	1.7
Cc1ccnc(NC(=O)C2CCN(S(=O)(=O)c3c(C)c(C)cc(C)c3C)CC2)c1	2.0	-4.5	0.1	20.6	24.5	74.9*	-10.7
Oc1c(C(c2cccc(F)c2)N2CCN(Cc3ccccc3)CC2)sc2ncnn12 (centres undefined)	0.9	-2.8	1.9	-1.6	nt	18.8	8.8
Cc1ccc(OC(C)C(=O)Nc2ccc(F)cc2)c([N+](=O)[O-])n1 (centres undefined)	-4.9	-7.1	-0.5	-5.9	-0.3	-9.0	nt
CC(=O)Nc1ccc(CCCCc2ccc(NC(C)=O)cc2)cc1	-5.4	-9.2	-1.7	-8.9	nt	-5.2	1.2
COc1ccccc1OCCNC(=O)CNC(=O)c1ccc(C(C)(C)C)cc1	-2.3	-4.0	1.6	-3.2	nt	0.8	-2.5
O=C(N[C@@H]1CC[C@H](CC(=O)N2CCc3ccccc3C2)O[C@@H]1CO)C1CCC1	-1.0	-7.4	1.0	-11.6	22.1	-9.7	-28.8
C[C@@H]1CN([C@H](C)CO)C(=O)Cc2cc(NC(=O)Nc3ccc4c(c3)OCO4)ccc2O[C@@H]1CN(C)S(=O)(=O)c1cccs1	nt	-0.1	nt	4.9	11.8	-14.1	2.7
C[C@@H]1CN([C@@H](C)CO)C(=O)Cc2cc(NC(=O)CCC(F)(F)F)ccc2O[C@@H]1CN(C)Cc1ccc(Oc2ccccc2)cc1	nt	-9.9	nt	1.8	-2.0	-6.6	-0.4
COc1cc2ccccc2cc1C(=O)N(CCN(C)C)c1nc2c(F)cc(F)cc2s1	-6.5	-3.6	-0.8	-7.7	-2.6	-7.1	3.2
COC(=O)c1sc(N/N=C/c2ccc(C(C)C)cc2)nc1C	-3.4	-3.3	-1.7	-36.8	3.5	-106.3	5.6
CCCC#Cc1ccc([C@@H]2[C@H](CO)N3CCCCN(CC4CCOCC4)C[C@@H]23)cc1	1.1	46.4*	0.0	-1.3	-2.4	7.8	0.5
CN1CCC(=NNc2ccc(S(=O)(=O)N3CCOCC3)cc2[N+](=O)[O-])CC1	-8.3	-1.9	-0.3	24.6	0.1	3.5	-1.6
O=C(C[C@@H]1CC[C@@H](NC(=O)C2CCC2)[C@@H](CO)O1)NC1CCCCC1	-2.8	0.0	1.6	-2.2	1.2	nt	0.6
CN1CCN(c2ccc(CNC(=O)c3ccc(-c4ccnn4C)c4ccoc34)cc2)CC1	nt	-1.2	-68.0	-49.8	-15.8	-130.2	nt
Cc1ccc(-c2csc3ncnc(N4CCc5ccccc5C4)c23)cc1	nt	nt	nt	nt	18.1	10.4	-5.4
CNC[C@H]1Oc2ccc(NC(=O)Nc3cccc4ccccc34)cc2CC(=O)N([C@H](C)CO)C[C@H]1C	3.9	-3.3	-0.7	-2.7	21.4	1.1	-8.0
COc1cccc(NC(=O)CN(C)C(=O)/C=C/c2cn(-c3ccccc3)nc2-c2cccs2)c1	-4.6	-12.9	-92.3	-5.0	11.2	36.6	-1.2
NC(=O)CC(NC(=O)Cc1cccc2ccccc12)c1ccc(NCCN2CCCCC2)c([N+](=O)[O-])c1 (centres undefined)	nt	-5.7	-6.3	-3.0	11.7	0.0	2.0
Cc1cc(C)nc(Nc2cccc(C(F)(F)F)c2)n1	-0.2	-5.2	-1.0	2.0	-24.5	3.6	-4.5
Cc1ccc2cc(CN(CC3CCCO3)C(=O)Nc3ccccc3F)c3nnnn3c2c1 (centres undefined)	-0.2	-3.2	2.1	-39.3	-1.7	-50.5	3.8
CS(=O)(=O)Nc1ccccc1C(=O)NCCSc1ccccc1	-3.9	-2.0	-0.1	9.7	18.2	-4.8	-4.0
C[C@@H]1CN([C@@H](C)CO)C(=O)c2c(c3ccccc3n2C)-c2ccccc2CO[C@H]1CN(C)C(=O)Nc1ccc(-c2ccccc2)cc1	-3.7	?	-1.3	4.2	5.7	nt	nt
CC(CNC(=O)CCc1ccccc1)NC(=O)CCc1ccccc1 (centres undefined)	-13.3	4.4	-3.4	9.0	-9.6	3.1	nt
CCCn1c(C2CCCN2c2nc(-c3ccc(C)cc3)cs2)nc2ccccc21 (centres undefined)	6.2	nt	-3.6	23.3	-1.8	22.7	1.8
COc1cccc(NC(=O)N(C)C[C@@H]2Oc3ncc(C#Cc4ccccc4)cc3C(=O)N([C@@H](C)CO)C[C@@H]2C)c1	1.9	6.8	0.1	2.5	nt	-6.2	10.0
C#CCOCCOCCOCCNc1nc(N2CCOCC2)nc(N2CCN(C(=O)[C@H](CCC(=O)O)n3cc(C(N)[C@H](C)CC)nn3)CC2)n1 (some centres undefined)	nt	2.1	1.8	-1.1	9.2	-6.3	-0.2
CC(C)Cn1c(SCC(=O)Nc2cccc(S(N)(=O)=O)c2)nc2ccccc2c1=O	-6.3	-10.5	0.8	-1.4	10.3	26.2	-12.0
N#C[C@@H]1[C@@H](c2ccc(C#CC3CC3)cc2)[C@@H](CO)N1S(=O)(=O)Cc1ccccc1	-1.0	-5.5	-0.3	1.8	7.6	19.7	1.0
COc1ccc(-n2nc3c(c2NC(=O)C2CCCC2)CS(=O)(=O)C3)cc1	1.1	2.9	1.2	nt	-0.8	-13.1	-2.8
O=C(CCN1CCCCC1)N[C@H]1CC[C@@H](CCNS(=O)(=O)c2ccccc2)O[C@H]1CO	0.6	-5.4	nt	-3.8	-22.4	-3.9	nt
O=C(c1ccc(OC2CCN(C/C=C/c3ccc(F)cc3)CC2)cc1)N1CCCCC1	-2.3	1.4	-3.7	22.1	10.6	-1.8	2.3
S=C(Nc1ccc(Cl)cc1)N1CCCC1	-6.4	-2.9	-4.5	-24.6	-27.4	-12.4	-1.4
COC(=O)C1=C(C)NC(=S)NC1c1ccc(-c2cccc(Cl)c2)o1 (centres undefined)	nt	nt	nt	nt	20.1	13.2	-2.5
COc1ccccc1CNC(=O)COC(=O)c1cc([N+](=O)[O-])ccc1N1CCOCC1	1.3	4.8	-2.3	9.5	-6.9	-7.9	8.5
CN1C(=O)c2cc(NC(=O)c3cccc(F)c3)ccc2OC[C@@H]2O[C@H](CC(=O)NCC3CCCCC3)CC[C@@H]21	4.1&6.2	-0.7&-3.2	5.2&2.5	19.6&18.5	-0.3&-9.4	25.2&45.1	-0.3&18.0
COc1cccc(-c2cnc3c(c2)C(=O)N([C@H](C)CO)C[C@H](C)[C@H](CN(C)C(=O)NC2CCCCC2)O3)c1	-4.9	7.9	2.9	-15.5	-8.4	nt	-3.6
Cc1[nH]c(=O)[nH]c(=O)c1NC(=O)c1ccccc1[N+](=O)[O-]	nt	-3.7	-4.3	8.3	3.2	-1.4	nt
CCNC(=O)C[C@H]1CC[C@@H](NS(=O)(=O)c2ccc(F)cc2)[C@@H](CO)O1	-4.8	-4.1	-0.3	-1.9	-7.6	-15.6	-1.9
CCc1nc2ccc(C(=O)N3CCN(c4ccccc4)CC3)cn2c1N(C)CCC(C)C	3.2	-0.2	-4.0	10.1	-6.5	11.9	nt
CC1CN(C(=O)c2cccc(S(=O)(=O)Nc3ccccc3Cl)c2)CC(C)O1 (centres undefined)	-2.3	10.2	3.0	0.0	6.8	-1.2	0.5
O=C(c1ccc(-n2c(SCc3cccc(F)c3)nc3ccccc3c2=O)cc1)N1CCOCC1	nt	nt	nt	nt	7.1	2.9	-6.1
C[C@@H](NC(=O)[C@@H]1[C@@H](CO)[C@@H]2Cn3c(ccc(-c4ccccc4F)c3=O)[C@H]1N2C)c1ccccc1	-5.4	-2.5	2.2	12.7	4.0	nt	21.7

Bioassay records as filed in PubChem.
